Source: PubChem BioAssay
core dimer inh – blocks dimerization of HCV core protein; inhibition, % at 5 µM; 300,000 tested, 0.33% active; TR-FRET GST/Flag-core106 dimerization, 1536-well;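 active = inhibition above the mean of all tested compounds plus 3 SD, set per screening campaign, cut at about 45% in these data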
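System: GST-tagged and Flag-tagged HCV core protein residues 1-106 / Input: core106 proteins, GST 13.5 nM and Flag 17 nM / Buffer or medium: KF-containing HEPES buffer, pH 7.45, DTT, CHAPS, BSA / Probe or stimulus: Eu-anti-GST and XL665-anti-Flag labelled anti-tag antibodies / Schedule: 4 h, 22.5 °C incubation / Technique: TR-FRET 671 and 617 nm emission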
TPT1 inh – blocks Candida albicans tRNA 2'-phosphotransferase; recombinant caTPT1, FP RNA substrate dephosphorylation; inhibition, % at 5 µM; 300,000 tested, 0.81% active; AID 1962;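 active = inhibition above the mean of all tested compounds plus 3 SD, set per screening campaign, cut at about 24% in these data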;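 note: plate controls were DMSO alone for no effect and ferristatin control at 100 nM for full effect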
PP1 inh – counter-screen for PP5 inhibitors: inhibitors of human PP1-alpha; 320,000 tested, 0.9% active; AID 2235; inhibition, % at 6.7 µM; purified PP1alpha, OMFP fluorescence; P62136;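 active = inhibition above the mean inhibition of all tested compounds plus 3 SD, computed separately for each screening campaign, cut at about 15% in these data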
Target sequence (P62136 whole entry, looked up): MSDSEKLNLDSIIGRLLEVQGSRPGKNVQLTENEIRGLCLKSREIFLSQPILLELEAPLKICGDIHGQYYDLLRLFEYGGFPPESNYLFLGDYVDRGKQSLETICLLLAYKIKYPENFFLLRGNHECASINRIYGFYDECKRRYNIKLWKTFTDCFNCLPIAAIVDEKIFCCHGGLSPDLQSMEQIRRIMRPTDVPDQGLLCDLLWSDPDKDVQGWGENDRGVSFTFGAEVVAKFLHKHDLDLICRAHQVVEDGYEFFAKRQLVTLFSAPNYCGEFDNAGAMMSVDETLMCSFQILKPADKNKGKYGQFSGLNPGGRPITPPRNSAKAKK
CTSL1 counter – cathepsin L1 inhibition, PFM18AAP counter-screen; 300,000 tested, 0.49% active; inhibition, % at 5.96 µM; recombinant F. hepatica cathepsin L1, Z-Leu-Arg-MCA fluorescence;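 active = inhibition above the mean of all tested compounds plus 3 SD, set per screening campaign, cut at about 17% in these data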;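 note: 0% = plate median of test compound wells and 100% = 1 µM Z-Phe-Ala-diazomethylketone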
Efflux pump mplx – antifungal efflux pump inhibition, Nile Red retention | S. cerevisiae Candida pump triplex | inhibition, % at 10 µM | 330,000 tested, 0.44% active | AID 485275;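 active = plate passing quality check with inhibition over a set limit, or well fluorescence over plate mean plus 4 SD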;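 note: Nile Red retained in pooled yeast measured as flow cytometry median fluorescence; 0% = buffer negative control and 100% = Enniatin B positive control; higher means more Nile Red kept so more efflux inhibition; some compounds called inactive have numbers as strong as hits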
PREPL inhibitor – human PREPL enzyme inhibition. Q4J6C6. recombinant PREPL, fluorescence polarization activity-based probe. inhibition, % at 5.96 µM. 320,000 tested, 0.68% active. AID 2751; in the data active = inhibition above about 43%;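 note: 0% = enzyme with DMSO and 100% = wells lacking enzyme; many of its hits are not listed in these tables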
Target sequence (Q4J6C6 whole entry, looked up): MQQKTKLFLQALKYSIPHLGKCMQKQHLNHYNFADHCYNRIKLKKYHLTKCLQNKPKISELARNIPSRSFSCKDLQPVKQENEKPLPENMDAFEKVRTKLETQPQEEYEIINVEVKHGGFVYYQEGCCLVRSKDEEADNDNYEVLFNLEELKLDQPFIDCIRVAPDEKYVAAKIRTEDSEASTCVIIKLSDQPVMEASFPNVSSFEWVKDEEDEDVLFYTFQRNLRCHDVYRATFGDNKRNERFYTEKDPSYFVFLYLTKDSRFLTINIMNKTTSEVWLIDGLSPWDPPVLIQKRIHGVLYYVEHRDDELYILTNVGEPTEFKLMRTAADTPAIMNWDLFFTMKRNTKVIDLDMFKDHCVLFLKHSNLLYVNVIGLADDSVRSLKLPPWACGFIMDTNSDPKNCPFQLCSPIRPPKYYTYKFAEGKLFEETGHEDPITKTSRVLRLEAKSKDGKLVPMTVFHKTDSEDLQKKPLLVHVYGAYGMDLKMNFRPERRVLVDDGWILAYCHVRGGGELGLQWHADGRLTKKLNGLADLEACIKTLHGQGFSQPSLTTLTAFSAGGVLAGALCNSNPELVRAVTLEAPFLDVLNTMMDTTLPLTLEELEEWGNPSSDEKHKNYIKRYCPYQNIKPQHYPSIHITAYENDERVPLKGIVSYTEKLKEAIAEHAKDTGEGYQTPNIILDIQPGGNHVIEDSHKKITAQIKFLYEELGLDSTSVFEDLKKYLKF
JMJD2C inh – inhibitors of human GASC-1 (JMJD2C) demethylase; AID 2099; 330,000 tested, 0.069% active; inhibition, % at 2.35 µM; GST-JMJD2C(1-420) H3K9me3 demethylation, DELFIA europium; Q9H3R0;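 active = more than half of a compound's replicate wells show inhibition beyond 50%, single wells judged on their own value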;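 note: signal counts dimethyl H3K9 product captured on neutravidin plate; 0% = median of DMSO wells and 100% = 0.3 times that DMSO median; strong numbers were not always called active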
PP5 primary – PP5 (human) phosphatase inhibition. P53041. purified PP5c, OMFP substrate fluorescence. inhibition, % at 6.7 µM. 320,000 tested, 0.18% active. AID 1987;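 active = inhibition above the campaign's mean inhibition across all tested compounds plus 3 SD, cut at about 9.5% in these data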;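 note: 0% = DMSO only and 100% = 100 µM cantharidin control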
LYPLA2 counter – blocks human lysophospholipase 2, a PME1 counter-screen | recombinant LYPLA2, FP-Rh probe fluorescence polarization | inhibition, % at 5.9 µM | 320,000 tested, 0.38% active | AID 2177;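 active = inhibition above the screen-wide mean plus 3 SD, limit set per campaign, cut at about 26% in these data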;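 note: 0% = LYPLA2 with DMSO and 100% = wells lacking LYPLA2 enzyme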
The depositor's hits bear a star; . = no result given. A portion of the library; count on the stated rates, not on these rows.

SMILES	core dimer inh	TPT1 inh	PP1 inh	CTSL1 counter	Efflux pump mplx	PREPL inhibitor	JMJD2C inh	PP5 primary	LYPLA2 counter
CC(=O)Nc1ccc(S(=O)(=O)N[C@@H](C)C(=O)OCC(=O)NC2CCCC2)cc1	.	.	-4.8	.	-0.1	-2.0	2.1	-0.1	1.7
CN(C)c1ccc(CNC(=O)C2CCN(S(=O)(=O)c3ccc4c(c3)oc(=O)n4C)CC2)cc1	-3.9	0.1	-1.5	-2.1	0.1	0.7	3.2	1.6	3.0
Cc1ccc(C)c(CN2CCC(CNC(=O)CCc3nnc4ccc(N5CCCCC5)nn34)CC2)c1	-4.7	-5.0	0.1	-2.4	-0.1	17.8	29.3	-2.4	-2.3
COc1ccc(CC(=O)NNC(=O)c2cc(C)oc2C)cc1OC	1.1	1.8	-6.1	-2.8	0.0	10.2	-7.7	-0.7	4.6
Cc1nc(N2CCN(C(=O)c3ccco3)CC2)c2c3c(sc2n1)CCCC3	8.7	2.9	0.6	-5.0	0.2	12.7	-6.8	4.7	0.8
Cc1nc(N2CCN(c3ccccc3)CC2)[nH]c(=O)c1C	8.9	-2.3	-5.7	-1.2	0.0	2.4	2.3	-1.1	-3.2
N#C/C(=C\c1ccc(F)c(Cl)c1)S(=O)(=O)c1ccccn1	2.9	0.7	-4.3	0.2	0.0	1.5	-21.4	-0.6	2.5
CCCN(CC1CC1)C(=S)NC(=O)C1CC1	-0.6	-1.8	0.4	-2.5	0.0	-3.9	5.9	1.7	0.5
O=C(NCC1(N2CCOCC2)CCCCC1)c1cccc(S(=O)(=O)N2CCc3ccccc3C2)c1	6.0	-0.6	-1.0	2.0	-0.6	2.8	-2.7	0.7	13.3
Cc1nn2c3cc(N4CCOCC4)ccc3nc2c2ccccc12	-5.6	-2.1	-2.6	2.3	0.1	21.4	2.7	-0.8	-4.3
COc1ccccc1C(=O)O/N=C(\N)c1ccc(Cl)cc1	2.8	-3.6	1.7	2.5	0.2	1.8	0.7	-1.0	2.5
COC(=O)C/C=C/[C@@H](C)[C@@H](/C=N/O[C@@H](C)c1cn([C@H](CO)Cc2ccccc2)nn1)NS(=O)(=O)c1ccc(C)cc1	4.7	-1.9	1.6	0.0	-0.1	10.4	-25.9	-0.4	2.3

An excerpt of these results, with two lines to a compound:
Every second line gives: core dimer inh	TPT1 inh	PP1 inh	CTSL1 counter	Efflux pump mplx	PREPL inhibitor	JMJD2C inh	PP5 primary	LYPLA2 counter
> Cc1nn2c3cc(N4CCOCC4)ccc3nc2c2ccccc12
  -5.6	-2.1	-2.6	2.3	0.1	21.4	2.7	-0.8	-4.3
> COc1ccccc1C(=O)O/N=C(\N)c1ccc(Cl)cc1
  2.8	-3.6	1.7	2.5	0.2	1.8	0.7	-1.0	2.5
> COC(=O)C/C=C/[C@@H](C)[C@@H](/C=N/O[C@@H](C)c1cn([C@H](CO)Cc2ccccc2)nn1)NS(=O)(=O)c1ccc(C)cc1
  4.7	-1.9	1.6	0.0	-0.1	10.4	-25.9	-0.4	2.3

(list continues)
SMILES	core dimer inh	TPT1 inh	PP1 inh	CTSL1 counter	Efflux pump mplx	PREPL inhibitor	JMJD2C inh	PP5 primary	LYPLA2 counter
C=CCn1c(SC)nnc1C1COc2ccccc2O1 (stereo not given)	2.8	-1.3	-1.3	-0.3	-0.2	-18.6	7.9	-0.5	2.0
Cc1ccc(CCN2CCN=C2N(C)C)cc1	-9.5	-0.3	-2.1	-2.3	0.1	1.5	5.0	2.6	-4.4
O=C(COc1ccc(/C=N/NC(=O)c2ccccc2O)cc1)Nc1ccccc1	4.2	1.0	8.8	6.8	-0.1	-7.1	-4.4	0.0	1.9
Oc1ccc(Cl)cc1C=Nc1ccccc1Br	9.6	-3.7	1.1	0.9	-0.1	0.2	3.6	2.2	0.0
CCc1nc(-c2cc3ccc(C)cc3[nH]c2=O)no1	-5.6	-2.2	-1.0	1.5	-0.2	12.2	-2.5	1.0	0.8
CC(C)c1ccc(NC(=O)NCc2cccnc2)cc1	-7.6	-5.4	-1.0	1.2	1.3	-1.4	-56.4	1.4	1.0
COc1ccc(C(CNC(=O)c2ccc(-c3cccc(C(F)(F)F)c3)o2)N2CCOCC2)cc1 (stereo not given)	1.0	2.6	8.3	3.8	0.5	34.3	-3.2	0.9	2.4
O=C(NCCCN1CCCC1)c1ccc2c(Cl)c3c(nc2c1)CCCC3	-12.0	-0.4	-0.8	1.1	0.0	-0.4	-7.4	-2.8	5.0
COCc1cc(C)nc2sc(C(=O)NC3CCCCC3)c(N)c12	7.4	4.2	-0.5	-0.3	0.1	17.0	0.3	2.4	-1.1
CC(=O)N(c1ccc(C)cc1)S(=O)(=O)c1ccc(Cl)cc1	1.4	2.2	-6.6	-0.3	0.0	1.6	-20.2	-2.9	-0.9
N#Cc1ccc(N/N=C/c2cn(-c3ccccc3)nc2-c2ccccc2)c([N+](=O)[O-])c1	-4.1	-2.5	-4.6	-1.9	-0.1	-3.5	5.7	0.1	-3.8
CCn1cc(C(=O)O)c(=O)c2cc(F)c(N3CCN(C(=S)NC(=O)c4ccc(F)c(F)c4)CC3)cc21	1.0	-5.0	9.4	1.3	0.1	7.4	-4.2	1.4	-1.4
O=C(NCCc1ccc(C(F)(F)F)cc1)C1CCC(=O)N(CCCc2ccccc2)C1 (stereo not given)	-1.2	-2.6	-2.1	1.1	0.1	12.2	-8.9	5.3	6.7
Cc1cccc(COc2ccccc2C(=O)N(C)CC(=O)Nc2cccc(F)c2)c1	.	.	-4.7	.	0.1	-2.5	-11.6	3.7	-1.1
Cc1cc(N2CCC(C)CC2)nc2ccc(N3C(=O)CCC3=O)cc12	-4.0	-0.2	3.0	1.4	0.0	1.0	15.0	0.0	-2.3
O=C(c1cccnc1)N1c2ccccc2Sc2ccccc21	4.5	-4.6	-1.2	-4.9	0.0	-3.5	3.1	2.0	4.9
COc1ccc(C2=CC(=O)C[C@H](c3ccc(Cl)cc3)C2)cn1	.	.	1.7	.	0.0	-2.8	-4.4	1.7	8.0
O=C(CSc1nnc2ccc(-c3ccccn3)nn12)NCC1CCCO1 (stereo not given)	-4.1	-1.9	-0.7	0.5	0.0	-0.3	4.2	-0.6	-4.5
Cc1ccccc1/C=C/C12NC(=O)CN1c1ccccc1C2(C)C (stereo not given)	3.9	0.7	-1.5	-2.3	0.3	5.2	24.1	2.1	-6.8
O=C(Nc1ccccc1Cl)N1CCN(c2ccc3nnc(-c4ccccc4)n3n2)CC1	9.5	-6.7	0.3	2.8	0.1	3.3	-0.6	1.0	15.6
Cc1ccccc1NC(=O)CCC(=O)OCCCC(F)(F)C(F)(F)F	-0.7	4.2	0.9	-6.0	0.0	0.3	-21.0	0.2	3.4
CC1(C)CC(CCC(=O)Nc2ccccc2Cl)C(=O)O1 (stereo not given)	-1.3	-3.1	-2.9	0.6	0.0	5.5	-4.0	-1.5	-6.0
COc1ccc(-n2c(C)nn(C)c2=O)cc1	1.9	2.0	-3.7	0.5	0.0	6.3	9.8	-0.4	-6.1
CCN1C(=O)[C@H]2[C@@H](c3ccc(C)cc3)N3C(=O)N(c4cccc(Cl)c4)C(=O)[C@@]3(CC)[C@H]2C1=O	0.6	-3.6	1.6	-2.9	0.1	10.0	1.5	1.6	4.7
COc1cccc(/C(C#N)=C/c2c(-c3ccc(Cl)cc3)nc3c(C)cccn23)c1	14.3	4.0	-2.5	2.8	0.2	2.1	-0.7	0.9	-8.4
COc1ccc(N(CC(=O)N/N=C/c2cc(Br)c(C)o2)S(=O)(=O)c2ccc(NC(C)=O)cc2)cc1	16.6	0.9	-0.1	6.5	-0.2	-23.6	-0.9	2.8	-37.8
CCOC(=O)C1CCN(C(=O)c2c(-c3ccccc3)noc2C)CC1	-3.0	0.3	4.8	-5.4	0.1	1.6	-11.5	0.5	-1.1
Cc1ccc2nc(N3C(=O)C(O)=C(C(=O)c4ccc(C)o4)C3c3ccc(O)cc3)sc2c1 (stereo not given)	.	.	30.2*	.	-0.1	42.9	1.3	0.1	-0.3
COc1ccc(NC(=O)CS(=O)(=O)c2cn(CC(=O)N3CCOCC3)c3ccccc23)cc1	-5.3	-0.2	-0.6	2.7	0.0	1.1	6.8	-1.0	3.5
COc1ccc(NC(=S)NCCCn2ccnc2)cc1	-1.2	-1.8	-0.7	1.9	-0.1	1.4	41.0	-1.0	-1.0
O=C(Nc1ccc(Cl)cn1)c1cc2ccccc2o1	2.5	2.0	-3.4	-2.2	0.3	2.1	5.9	-6.6	-1.3
CCSc1nc(C)c(CCOc2cccc(C)c2)c(=O)[nH]1	0.2	-2.0	3.2	-0.5	-0.1	-4.6	-4.9	-1.6	-3.6
CCNC(=S)N1CCN(CC(=O)Nc2ccc(OC)cc2)CC1	-1.4	0.1	0.5	3.0	-0.1	2.7	1.0	-1.2	1.6
Cc1cc(C)c2c(N)c(S(=O)(=O)c3ccccc3)sc2n1	4.3	-0.1	2.2	4.4	-0.1	16.4	1.5	-0.9	-4.3
CCOC(=O)N1CCN(C(=O)c2cnn3c(C(F)F)cc(-c4ccc(C)cc4)nc23)CC1	4.2	-3.6	-1.4	0.8	0.2	-18.0	0.6	-0.6	-8.2
Cc1nc2ncccn2c1-c1csc(Nc2cccc(C(=O)O)c2)n1	-8.0	-0.9	2.8	-1.0	-0.3	12.3	-0.2	1.0	2.8
CCc1ccc(-c2nc(SCC(=O)N(CC)C3CCS(=O)(=O)C3)n[nH]2)cc1 (stereo not given)	-1.3	-3.1	-0.5	0.5	0.0	10.8	-8.4	-1.0	-1.4
O=C(CSc1nc2ncccc2[nH]1)NC1CCCCC1	-2.6	0.4	-1.4	2.0	0.1	8.9	0.2	-1.5	0.2
CC1CC(C)CN(c2ccc([N+](=O)[O-])nc2)C1 (stereo not given)	1.3	3.7	1.1	4.4	0.1	10.2	-3.7	-0.4	-1.5
COc1ccc(C)cc1NC(=O)C(=O)NNC(=O)c1ccco1	-2.1	-0.2	0.5	0.0	0.1	-5.5	4.1	2.1	2.6
CCOC(=O)C(CC)Sc1nc(N)c(NC(=O)c2ccc(OC)c(OC)c2)c(=O)[nH]1 (stereo not given)	-0.5	-0.2	1.4	-0.3	0.0	-9.2	-10.5	-0.2	2.0
CCS(=O)(=O)c1ccc2oc(Nc3ccccc3Br)nc2c1	-2.8	1.4	-1.8	0.9	-0.1	14.2	-3.5	1.7	2.4
CC(=O)c1cccc(OCc2cc(C(=O)NCCC3=CCCCC3)no2)c1	7.8	-0.2	-0.3	3.6	-0.1	1.3	1.7	1.0	17.6
COc1ccc(NC(=O)C(CC(C)C)NC(=O)C2CCC(C)CC2)c(OC)c1 (stereo not given)	2.5	0.8	-0.3	7.4	-0.1	21.1	-2.7	1.1	-4.7
O=C1CCCCC/C1=N/Nc1ccc(OCc2ccccc2)cc1	-2.5	0.7	2.0	-1.4	-0.2	16.2	0.6	0.1	0.8
O=C(Nn1cnc2ccccc2c1=O)c1c(F)cccc1F	9.6	-1.5	0.2	1.9	-0.2	-6.5	2.7	-0.6	-0.9
Nc1c(-c2n[nH]c(=S)n2-c2ccc(Cl)cc2Cl)cnn1-c1ccccc1	0.8	-2.5	-4.2	0.1	0.1	-4.6	-31.4	-1.2	-0.6
